MITF TRPM1 HTS: increases MITF-driven TRPM1 promoter luciferase signal; 300,000 tested, 0.75% active; AID 588334; activation, % at 12.5 µM; SK-MEL-5 TRPM1-promoter luciferase, 24 h; % of positive control, neutral wells = 0;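 active = mean activation of at least 80% with every replicate also reaching 80%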;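 also: 0% = neutral control wells and 100% = parthenolide positive control wells; values of inactives mirror those of a sister screen read the other way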
dFosB activator: activators of mouse delta FosB homodimer; P13346; purified delta FosB, TAMRA-CDK5 oligo fluorescence polarization; percent of positive-control signal above neutral wells; activation, % at 25 µM; 340,000 tested, 0.99% active;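 active = mean activation above about 17%, with every replicate also reaching it, limit read from the data, passing the limit was not always enough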;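 also: fluorescence polarization rise as delta FosB binds a TAMRA Cdk5 AP-1 oligo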
SUMO Mot1 rescue: inhibitors of SUMOylation pathway: yeast Mot1-301 growth rescue | S. cerevisiae Mot1-301 growth rescue, ATP luminescence, 38.5C; percent above DMSO median, 100 means doubled | growth rescue, % at 18.8 µM | 320,000 tested, 1% active;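 active = every valid replicate shows activation above 250% relative to neutral control wells; inactive = the rest, any valid replicate at or below 250%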;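 also: OY570 slx delta 5 strain wells were the positive control but not used for scaling; some compounds called inactive have numbers as strong as hits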
Arrestin-AP2 inh: blocks beta-arrestin peptide binding to AP2 adaptin. FITC-arrestin peptide / GST-AP2 beads, flow cytometry; AP2 beta2 appendage carries R879A mutation. inhibition, % at 10 µM. 340,000 tested, 0.31% active. AID 504490;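 active = inhibition above a set limit, near 3 SD of compounds lacking own fluorescence, cut at about 54% in these data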;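 also: plate controls were DMSO wells for no effect and 5 µM unlabelled arrestin peptide for full effect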
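Assay system: GST-AP2 R879A bound to glutathione beads, E. coli-expressed; Medium: PBS with 0.05% Tween 20 and 0.1% BSA; Also added: fluorescein-tagged arrestin peptide at 50 nM final; Timing: 12 min plus 1 h, RT; Measured by: flow cytometry, FL1 (488/535 nm); Evaluation: percent drop in bead-associated FITC signal.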
SR-BI DiI-HDL act: activators of SR-BI mediated HDL lipid uptake | CHO ldlA[mSR-BI] cells, DiI-HDL uptake fluorescence, 3 h; 100 = double the neutral-control signal | activation, % at 12.5 µM | 320,000 tested, 0.096% active | AID 504775;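 active = mean replicate activation of at least 60% and every replicate at or above 60%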;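 also: 0% = median plate neutral-control signal and 100% = twice that signal; values of inactives mirror those of a sister screen read the other way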
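Material: SR-BI-overexpressing, LDLR-lacking CHO cells; schedule: compound exposure 3 h, 37 °C; reagent: DiI-labelled HDL at 10 µg/mL final; technique: bottom-read fluorescence, 550/595 nm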
PKA-R2B activ: PKA-R2B complex activation | P22694+P31323 | PKA-R2B holoenzyme dissociation, Cy5-IP20 fluorescence polarization; R2B truncated from residue 108, S112A mutant; 0% DMSO only, 100% 113 µM cGMP | activation, % at 11.4 µM | 340,000 tested, 0.079% active;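 active = activation above a cutoff set at the mean over all compounds plus 3 SD, cut at about 18% in these data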;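 also: higher means more holoenzyme dissociation and a rise in polarization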
SR-BI HDL uptake: mouse SR-BI HDL lipid transfer inhibition; Q61009; ldlA[mSR-BI] CHO cells, DiI-HDL uptake fluorescence, 3 h; inhibition, % at 12.5 µM; 320,000 tested, 0.96% active; AID 488896;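 active = mean replicate inhibition of at least 70% and a set share of replicates each scoring 70 or more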;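 also: 0% = median of neutral control wells and 100% = median of positive control wells; values of inactives mirror those of a sister screen read the other way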
NSD2 HMT inh: blocks human histone methyltransferase NSD2. NSD2 peptide methylation, AlphaScreen, 120 min. O96028. 310,000 tested, 0.54% active. inhibition, % at 12.5 µM. AID 743445; in the data active = inhibition above about 50%
Target sequence (O96028 whole entry, looked up): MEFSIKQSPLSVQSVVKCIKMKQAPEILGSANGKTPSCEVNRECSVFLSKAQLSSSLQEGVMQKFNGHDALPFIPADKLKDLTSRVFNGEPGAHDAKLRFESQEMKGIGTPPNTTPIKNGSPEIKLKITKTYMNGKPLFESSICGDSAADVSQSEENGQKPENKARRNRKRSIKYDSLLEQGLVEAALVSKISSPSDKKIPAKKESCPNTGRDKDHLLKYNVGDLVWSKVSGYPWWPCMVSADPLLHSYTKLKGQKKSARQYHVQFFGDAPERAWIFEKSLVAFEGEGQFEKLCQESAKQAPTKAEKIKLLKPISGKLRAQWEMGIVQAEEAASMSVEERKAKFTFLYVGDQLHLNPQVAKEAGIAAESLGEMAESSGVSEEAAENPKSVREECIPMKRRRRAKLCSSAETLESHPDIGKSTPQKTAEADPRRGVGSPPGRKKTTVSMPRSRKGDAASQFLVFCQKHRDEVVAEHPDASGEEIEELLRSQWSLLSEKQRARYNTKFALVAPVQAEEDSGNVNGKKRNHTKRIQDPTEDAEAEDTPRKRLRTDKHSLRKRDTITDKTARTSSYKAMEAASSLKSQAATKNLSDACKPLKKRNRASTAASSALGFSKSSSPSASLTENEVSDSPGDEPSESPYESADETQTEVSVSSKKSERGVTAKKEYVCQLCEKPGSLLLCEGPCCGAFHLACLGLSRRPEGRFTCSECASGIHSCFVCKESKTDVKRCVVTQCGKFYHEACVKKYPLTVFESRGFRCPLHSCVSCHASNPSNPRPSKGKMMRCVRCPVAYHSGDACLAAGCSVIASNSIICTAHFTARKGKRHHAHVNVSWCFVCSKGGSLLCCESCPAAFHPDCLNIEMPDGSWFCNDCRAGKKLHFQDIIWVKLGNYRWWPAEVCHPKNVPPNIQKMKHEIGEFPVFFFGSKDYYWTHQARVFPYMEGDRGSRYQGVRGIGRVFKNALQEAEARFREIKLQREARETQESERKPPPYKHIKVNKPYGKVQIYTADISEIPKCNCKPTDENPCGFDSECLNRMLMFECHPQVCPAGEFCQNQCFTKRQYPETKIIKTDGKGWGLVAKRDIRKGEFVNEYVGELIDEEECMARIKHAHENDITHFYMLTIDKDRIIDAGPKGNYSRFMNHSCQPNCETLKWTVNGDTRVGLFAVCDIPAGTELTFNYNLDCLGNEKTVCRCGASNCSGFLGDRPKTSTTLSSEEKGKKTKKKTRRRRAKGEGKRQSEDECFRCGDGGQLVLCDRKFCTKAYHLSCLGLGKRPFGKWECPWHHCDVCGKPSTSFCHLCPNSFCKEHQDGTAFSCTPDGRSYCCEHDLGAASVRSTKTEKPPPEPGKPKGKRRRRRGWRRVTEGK
PKA-R1A activ: activates the PKA-R1A holoenzyme complex. activation, % at 11.4 µM. PKA-R1A dissociation, Cy5-IP20 fluorescence polarization; scaled: DMSO 0%, 113 µM cGMP 100%. 340,000 tested, 0.083% active. P00514+P68181. AID 504707;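 active = percent activation above the mean of all tested compounds plus 3 SD, cut at about 19% in these data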;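 also: higher means more PKAc released from R1A so a rise in polarization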
DSG3 Ab inh: human desmoglein-3 autoantibody binding inhibition; binding (percent of control), % at 10 µM; AID 588358; DSG3-coupled beads, scFv-anti-DSG3-GFP binding, flow cytometry; stronger effect = lower value; P32926; 310,000 tested, 0.48% active;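 active = binding more than 3 SD below its plate's average and above zero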;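 also: hits lower antibody fragment binding to DSG3; some compounds called inactive have numbers as strong as hits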
CDK5 p35 inh: CDK5/p35 (human) kinase inhibition | Q00535+Q15078 | Recombinant CDK5/p35, ADP-Glo luminescence, 60 min | inhibition, % at 10 µM | 330,000 tested, 0.01% active | AID 488839;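 active = highest replicate inhibition of at least 50% and at least 75% of replicates reaching 50%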;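 also: plate controls were DMSO neutral control for no effect and GW8510 at 10 µM for full effect; many of its hits are not listed in these tables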
Active calls of the source: *; . = not tested or not shown.

SMILES	MITF TRPM1 HTS	dFosB activator	SUMO Mot1 rescue	Arrestin-AP2 inh	SR-BI DiI-HDL act	PKA-R2B activ	SR-BI HDL uptake	NSD2 HMT inh	PKA-R1A activ	DSG3 Ab inh	CDK5 p35 inh
COCCSc1ccccc1C(=O)N1CCN(Cc2ccc3c(c2)OCO3)CC1	-11	-9	-9	-5	10	0	-10	0	-5	105	2.4
CC(NC(=O)c1sc2cc([N+](=O)[O-])ccc2c1Cl)C(C)(C)C (stereo not drawn)	8	-1	21	-11	4	1	-4	4	4	111	0.5
CC(Cl)C(=O)NNc1cccc(Cl)n1 (stereo not drawn)	-12	-4	1	36	28	-6	-28	0	-7	109	0.1
COc1ccc(C(=O)CN2CCN(S(=O)(=O)c3cccc([N+](=O)[O-])c3)CC2)cc1	0	-11	13	-2	-4	-9	4	2	-15	100	-4.5
CC(C)(C)C(=O)NC1CCN(C(=O)N2CCCC2)CC1	-7	1	265	-8	8	-3	-8	34	-7	108	0.9
CCOc1ccc2[nH]c(C)c(CN3CCN(C)CC3)c(=O)c2c1	.	6	-4	2	10	-9	-10	3	-4	99	0.6
Cc1ccc(/C=C/C(=O)OCc2nc(N)nc(Nc3ccccc3C)n2)o1	3	-5	-7	4	22	-3	-22	3	2	103	1.5
COc1ccc(C2C(C(=O)c3sc(C)nc3C)=C(O)C(=O)N2CCCn2ccnc2)cc1OC (stereo not drawn)	2	-3	.	-2	7	0	-7	2	3	99	0.4
O=C(Nc1nc2c(Cl)ccc(Cl)c2s1)C1CC1	.	28*	15	3	-26	-1	26	.	15	96	1.5
O=C(NCc1ccco1)C(=O)NCC1OCCN1S(=O)(=O)c1cc(F)ccc1F (stereo not drawn)	-6	-1	224	-9	.	-10	.	6	-6	103	0.4
O=C(NC1=NCCS1)c1cccc(Br)c1	.	4	-2	1	15	2	-15	-1	-15	107	1.2
CC(C)[C@H](NC(=O)OCc1ccccc1)C(=O)OCC(=O)N1CCN(c2ccc(F)cc2)CC1	-2	-15	0	35	-37	9	37	-3	-3	.	-1.1
CCN(CC(=O)Nc1c(F)cccc1F)C(=O)CSc1nc(C)cc(C)n1	-10	1	90	-5	9	3	-9	-3	2	105	-1.2
O=C(COc1ccc(S(=O)(=O)N2CCCC2)cc1)NCc1ccccn1	-5	1	177	-7	.	-10	.	-10	-6	102	0.2
Cc1ccc(NC(=O)COC(=O)CC2CC3CCC2C3)cc1S(=O)(=O)N1CCOCC1 (stereo not drawn)	2	-3	-15	-5	-64	5	64	-1	0	127	-1.0
Cc1noc(C)c1S(=O)(=O)N1CCC(C(N)=O)CC1	-2	1	0	-2	8	7	-8	-2	-6	114	-4.4
CCOCCn1c(-c2ccc(OC)cc2)nc2ccccc21	-7	-11	477*	-4	-10	-18	10	.	-26	102	-6.3
O=C(COc1ccccc1Cl)NC(=S)Nc1cccc(NC(=O)c2ccccc2Cl)c1	5	-2	14	1	-53	-2	53	.	-9	95	1.6
C[C@H]1CC[C@]2(O[C@H](CCO)C[C@H](O)[C@H]2O)O1	0	2	-10	-2	3	-21	-3	.	8	103	-1.8
O=C(CSc1cccc2cccnc12)NCc1ccco1	6	2	-13	0	15	-2	-15	3	-16	120	1.2

Six of these compounds, reformatted.
Under each structure – MITF TRPM1 HTS, dFosB activator, SUMO Mot1 rescue, Arrestin-AP2 inh, SR-BI DiI-HDL act, PKA-R2B activ, SR-BI HDL uptake, NSD2 HMT inh, PKA-R1A activ, DSG3 Ab inh, CDK5 p35 inh
CC(C)(C)C(=O)NC1CCN(C(=O)N2CCCC2)CC1
  -7, 1, 265, -8, 8, -3, -8, 34, -7, 108, 0.9
O=C(COc1ccccc1Cl)NC(=S)Nc1cccc(NC(=O)c2ccccc2Cl)c1
  5, -2, 14, 1, -53, -2, 53, ., -9, 95, 1.6
COc1ccc(C2C(C(=O)c3sc(C)nc3C)=C(O)C(=O)N2CCCn2ccnc2)cc1OC (stereo not drawn)
  2, -3, ., -2, 7, 0, -7, 2, 3, 99, 0.4
O=C(NC1=NCCS1)c1cccc(Br)c1
  ., 4, -2, 1, 15, 2, -15, -1, -15, 107, 1.2
C[C@H]1CC[C@]2(O[C@H](CCO)C[C@H](O)[C@H]2O)O1
  0, 2, -10, -2, 3, -21, -3, ., 8, 103, -1.8
O=C(NCc1ccco1)C(=O)NCC1OCCN1S(=O)(=O)c1cc(F)ccc1F (stereo not drawn)
  -6, -1, 224, -9, ., -10, ., 6, -6, 103, 0.4

The main list resumes, repeating the 2 entries before the break.
SMILES	MITF TRPM1 HTS	dFosB activator	SUMO Mot1 rescue	Arrestin-AP2 inh	SR-BI DiI-HDL act	PKA-R2B activ	SR-BI HDL uptake	NSD2 HMT inh	PKA-R1A activ	DSG3 Ab inh	CDK5 p35 inh
C[C@H]1CC[C@]2(O[C@H](CCO)C[C@H](O)[C@H]2O)O1	0	2	-10	-2	3	-21	-3	.	8	103	-1.8
O=C(CSc1cccc2cccnc12)NCc1ccco1	6	2	-13	0	15	-2	-15	3	-16	120	1.2
COc1cc(C(=O)OCC(=O)Nc2ccc(N3CCOCC3)cc2)ccc1OCC(C)C	4	1	13	-12	-4	-11	4	-1	11	104	0.1
O=C(Nc1cccc(NC(=O)C2CCCO2)c1)c1ccco1 (stereo not drawn)	-4	2	253	-1	11	1	-11	0	-6	102	-0.1
COc1cc(NC(=O)C2Cc3ccccc3CN2S(C)(=O)=O)cc(OC)c1 (stereo not drawn)	-3	23*	2	19	8	-2	-8	-1	-10	99	2.0
CCN(CC(=O)NCc1cccs1)S(=O)(=O)c1c(F)cccc1F	9	3	13	-11	16	-10	-16	5	-4	99	0.5
COC(=O)c1cc(COc2ccc3c(c2)oc(=O)c2ccccc23)c(C)o1	-9	-7	14	20	-12	-2	12	0	-9	97	-0.4
CCOc1ccc(N2C(=O)CC(Sc3nnnn3-c3ccccc3)C2=O)cc1 (stereo not drawn)	-4	-6	.	-8	28	1	-28	-1	-6	98	-1.1
CCCCCn1c(=O)[nH]c2c(c1=O)CCC2	19	-4	.	3	6	-10	-6	-3	-10	-1.0*	2.0
CCO/N=C(/C)c1c(O)cc(C(C)(C)C)n(-c2ccccc2)c1=O	2	-3	-2	-3	26	8	-26	2	5	88	-0.6
Cc1ccc(C(=O)NCC(=O)Nc2ccncc2)cc1C	-6	-2	-23	42	2	-4	-2	-6	-5	.	-0.3
CC(C)Nc1nc(Cl)nc(Nc2ccccc2)n1	44	-9	4	5	21	-1	-21	-2	6	106	-1.5
COc1ccccc1C1C2=C(N=C3SCC(=O)N31)c1ccccc1CC2 (stereo not drawn)	-16	-9	-11	12	3	-4	-3	2	2	.	-0.1
O=C1CC(c2ccsc2)c2cc3c(cc2N1)OCCO3 (stereo not drawn)	-11	-13	-7	-3	12	3	-12	.	-15	106	-0.2
CC1=CC(=O)C(C(C)C)=C/C1=N/OC(=O)c1cccc([N+](=O)[O-])c1	-5	1	18	3	14	-5	-14	3	1	84	0.3
CC(C)(C)c1nc(SCC(=O)NNC(=O)c2ccccc2)c2ccccc2n1	.	-6	-10	6	.	2	.	-1	2	105	-2.8
COc1cc(OC)c(C2C(C#N)=C(C)NC(C)=C2C#N)c(C(=O)O)c1	.	6	58	6	30	-3	-30	-2	-3	90	-1.8
CC(=O)Oc1ccc2c(=O)oc(-c3ccccc3C)nc2c1	-3	-6	9	-12	32	9	-32	-1	-13	116	0.8
N#Cc1ccc(/C=C2\CCCCn3c2nc2cc(C(=O)O)ccc2c3=O)cc1	-2	1	1	-9	4	1	-4	0	-4	122	0.0
CC1C(=O)CCCCCCCCCC2C1(N1CCOCC1)CS2(=O)=O (stereo not drawn)	.	8	4	-4	6	-5	-6	4	-12	100	-0.7
CCC(C)NC(=O)CSc1nnc(-c2cc(-c3ccc(C)cc3)nc3ccccc23)n1N (stereo not drawn)	16	5	971*	0	-86	-2	86*	-1	-5	108	0.6
COc1ccc(CCNC(=O)c2noc(C(C)C)c2[N+](=O)[O-])cc1OC	.	2	-8	8	.	-5	.	0	-1	98	1.5
CCOC(=O)C1(C)/C(=N/Nc2ccc(S(N)(=O)=O)cc2)C(=O)C(=O)N1c1ccccc1 (stereo not drawn)	1	-8	-2	5	-22	-9	22	15	-7	101	0.2
Cc1c(C(=O)NC2=NCCS2)cccc1[N+](=O)[O-]	6	3	4	-2	12	-6	-12	-2	0	95	-1.1
CCc1cc2cc(C)ccc2nc1SCC(=O)N1CCN(C(=O)c2ccco2)CC1	.	-9	-15	19	-20	2	20	-1	-3	104	0.1
C=CCOc1ccc(CNCCO)cc1OCC	-3	4	0	25	7	10	-7	-1	10	92	0.2
CC1(C)Cc2c(sc3nc4n(c(=O)c23)CCC4)CO1	0	-5	.	0	4	-10	-4	1	-5	104	0.1
O=C(O)c1cc(S(=O)(=O)N(Cc2ccccc2)c2ccc(Cl)cc2)ccc1Cl	-4	-7	-5	2	.	-9	.	1	-6	89	-16
CC(C)Oc1ccc(CCC(=O)N/N=C/c2ccc3c(c2)OCO3)cc1	2	-10	8	2	-23	0	23	-3	-5	105	1.1
Cc1ccc(N2C(=O)[C@@H]3[C@H](C2=O)C2CCCN2[C@@H]3C(=O)c2ccccc2)cc1 (stereo partly drawn)	-2	3	709	0	-17	1	17	.	-8	100	0.0
COc1cc(NC(=O)c2c3c(nc4ccccc24)CCC3)cc(OC)c1	.	5	24	1	-30	2	30	0	-14	92	-0.3
CCc1ccc(NC(=O)C2CCN(C(=O)N3CCOc4ccccc43)CC2)cc1	.	-2	18	9	-35	-12	35	.	-8	99	0.9
